Source: PubChem
RGS8-Gao reg: regulators of human RGS8-Galphao interaction | actives 0.34% (n = 220,000) | response (percent of control binding), % at 10 µM | multiplexed bead flow cytometry, RGS8-Galphao binding; actives lie on both sides | P09471; in the data active = response below about 60% or above about 140%; inactive = in between;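 note: Galphao activated as the GDP aluminium fluoride complex binding bead-coupled RGS8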
Target sequence (P09471 whole entry, looked up): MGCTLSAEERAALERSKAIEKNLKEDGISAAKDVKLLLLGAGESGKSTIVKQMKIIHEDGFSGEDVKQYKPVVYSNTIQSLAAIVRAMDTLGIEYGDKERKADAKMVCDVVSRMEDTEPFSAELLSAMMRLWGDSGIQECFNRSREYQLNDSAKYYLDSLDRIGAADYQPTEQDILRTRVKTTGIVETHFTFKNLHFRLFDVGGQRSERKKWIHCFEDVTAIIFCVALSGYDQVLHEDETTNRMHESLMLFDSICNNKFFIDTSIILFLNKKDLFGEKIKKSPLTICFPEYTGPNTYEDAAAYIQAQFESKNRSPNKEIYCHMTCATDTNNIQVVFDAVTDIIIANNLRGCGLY
RGS7-Gao reg: modulates binding of RGS7 to human Galphao | actives 0.35% (n = 220,000) | P09471 | binding response (% of control), % at 10 µM | Multiplexed bead flow cytometry; actives lie on both sides | AID 1439; in the data active = binding response below about 49% or above about 150%; inconclusive = no clear call, values can overlap the other calls; inactive = in between;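 note: fluorescent Galphao held in activated GDP-AlF4 state binding bead-coupled RGS7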
Avidin bead fluor: avidin bead compound fluorescence profile; Avidin beads, compound fluorescence 488/530 nm, flow cytometry; stronger effect = higher value; fluorescence (KMESF) at 10 µM; actives 0.38% (n = 220,000); AID 1775; in the data active = fluorescence above about 47; note: inactives centre near 10
Pf gametocyte: inhibitors of late stage P. falciparum gametocyte viability | inhibition, % at 10.9 µM | P. falciparum stage V gametocytes, ATP luminescence, 24 h | AID 743093 | actives 0.065% (n = 150,000);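 active = inhibition above the mean plus 3 SD of compounds within the control limits, set per campaign, cut at about 38% in these data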;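 note: 0% = DMSO wells and 100% = medium only without gametocytes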
ABCG2 inh: inhibitors of human ABCG2 transporter, ABCB1 counter-screen; IgMXP3 cells, JC-1 efflux, flow cytometry; actives 0.1% (n = 190,000); inhibition, % at 6.6 µM; Q9UNQ0;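 active = inhibition above 80%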;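 note: 0% = DMSO and 100% = nicardipine control wells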
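Read-out basis: Efflux inhibition in percent versus controls | Test system: ABCG2 IgMXP3 and barcoded ABCB1 CCRF-Adr cell mix | Quantity: 3 million cells/mL in well | Schedule: 10 min at 25 °C | Control set: Nicardipine as high control, DMSO as low control | Reagent: JC-1 as fluorescent efflux pump substrate | Signal: Flow cytometry of retained JC-1 fluorescence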
RGS4-Gao reg: modulates binding of RGS4 to human Galphao. P09471. Multiplexed bead flow cytometry; actives lie on both sides. binding response (% of control), % at 10 µM. actives 0.33% (n = 220,000); in the data active = binding response below about 49% or above about 150%; inactive = in between;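 note: fluorescent Galphao activated with aluminum fluoride binding bead-coupled RGS4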
ABCB1 inh: inhibitors of human ABCB1 transporter, ABCG2 counter-screen; P08183; CCRF-Adr cells, JC-1 efflux, flow cytometry; inhibition, % at 6.6 µM; actives 0.067% (n = 190,000); AID 1326; in the data active = inhibition above about 40%;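 note: 0% = vehicle and 100% = reference inhibitor; higher value means more JC-1 retained so stronger ABCB1 efflux block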
Mcl1-Bid inh: disrupts binding of human Mcl-1 to Bid peptide. Q07820. actives 0.97% (n = 220,000). inhibition, % at 21.7 µM. TR-FRET Mcl-1/Bid-Dy647 peptide binding, 1536-well;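 active = compounds that cut the binding signal by more than half at the single screening dose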;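 note: His-tagged Mcl-1 with europium anti-His antibody binding Bid BH3 peptide; 0% = Mcl-1 plus peptide wells and 100% = peptide-only wells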
Target sequence (Q07820 whole entry, looked up): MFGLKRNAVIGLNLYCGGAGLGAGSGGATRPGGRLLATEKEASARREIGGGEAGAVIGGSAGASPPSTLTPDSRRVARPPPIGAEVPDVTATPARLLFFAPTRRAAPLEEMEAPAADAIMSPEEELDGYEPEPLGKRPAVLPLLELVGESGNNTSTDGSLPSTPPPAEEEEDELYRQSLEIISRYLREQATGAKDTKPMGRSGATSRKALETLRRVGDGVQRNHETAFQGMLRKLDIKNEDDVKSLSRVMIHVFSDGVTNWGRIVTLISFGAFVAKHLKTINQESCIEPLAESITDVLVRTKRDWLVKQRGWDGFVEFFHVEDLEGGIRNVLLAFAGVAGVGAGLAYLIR
Bim-Mcl-1: human Bim-Mcl-1 interaction inhibition. Q07820. Bead-based flow cytometry, Bim peptide-Mcl-1 binding. inhibition, % at 10 µM. actives 0.1% (n = 190,000). AID 1009; in the data active = inhibition above about 40%;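 note: 0% = no compound tracer wells and 100% = peptide blocker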
Mcl1 Noxa PPI: disrupts binding of human Mcl-1 to Noxa peptide; inhibition, % at 21.7 µM; Q07820; TR-FRET Mcl-1/Noxa peptide binding, 2 h; actives 1.5% (n = 220,000);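 active = compounds that cut the protein-peptide binding signal by more than 50% relative to plate controls in a single-dose test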;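 note: His-tagged Mcl-1 with rhodamine Noxa BH3 peptide and terbium anti-His antibody; 0% = Mcl-1 plus Noxa peptide wells and 100% = peptide-only wells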
GSH fluor: GSH bead compound fluorescence profile. GSH beads flow cytometry, compound fluorescence 488/530 nm; stronger effect = higher value. fluorescence (KMESF) at 10 µM. actives 0.25% (n = 190,000). AID 1776; in the data active = fluorescence above about 89;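 note: glutathione beads carrying GST-tagged Bcl family fusion proteins plus one bare bead set; values are compound well signal with DMSO vehicle wells as background; inactives centre near 16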
* hit, by the source's call; ? = inconclusive; . = no result given.

SMILES	RGS8-Gao reg	RGS7-Gao reg	Avidin bead fluor	Pf gametocyte	ABCG2 inh	RGS4-Gao reg	ABCB1 inh	Mcl1-Bid inh	Bim-Mcl-1	Mcl1 Noxa PPI	GSH fluor
Cn1cc(CN2CCCC(C(=O)c3nccn3C)C2)c(-c2cccc(Cl)c2)n1 (centres undefined)	105	111	5	2	1	105	1.6	-44	0	1	17
Cc1nc(-c2ccccc2)sc1C1(C)CC(c2ccc([N+](=O)[O-])cc2)=NO1 (centres undefined)	94	?	9	.	.	89	.	-28	.	4	.
CCCCS(=O)(=O)Nc1ccc(Cc2ccncc2)cc1	100	100	16	.	0	100	0.4	-15	2	-2	25
O=C(c1ccncc1)c1ccc([N+](=O)[O-])cc1	97	?	9	-31	3	96	-0.3	-24	-1	12	16
O=c1[nH]cnc2c1C1(CCCC1)Cc1ccccc1-2	99	100	7	23	1	102	0.2	-15	1	-5	8
CCOc1ncccc1C(=O)N(C)CC1COc2ccccc2O1 (centres undefined)	97	104	11	.	2	94	0.8	-12	2	4	74
Cc1ccc(/C=C2\SC(=S)N(Cc3ccccc3)C2=O)o1	103	96	5	28	-2	89	-0.6	-29	6	90*	12
COc1cccc(-n2nnc3c(=O)n(Cc4ccc(Cl)cc4)cnc32)c1	100	99	11	1	45	101	3.6	-22	-1	12	32
CC(=O)Nc1nc2ccccc2n1CCN(C)C	103	105	8	-20	1	102	0.2	-3	0	5	15
COC(=O)CN(c1ccc(OCc2ccccc2)cc1)S(C)(=O)=O	98	86	9	14	22	94	0.9	-30	0	5	13
NC(=S)NNC(=O)c1cccc(Br)c1	102	100	29	.	0	105	0.1	-32	0	21	19
c1ccc(Nc2scc(-c3ccccc3)[n+]2Cc2ccco2)cc1	95	?	9	0	2	91	0.7	-25	-3	21	26
CCOC(CC(=O)NNC(=O)c1c(-c2c(Cl)cccc2Cl)noc1C)OCC	96	?	7	18	.	93	.	-6	.	-2	.
Cc1cccc(CSc2nnc(NC(=O)CSc3nnc(C)s3)s2)c1	98	100	15	.	13	101	2.5	-2	1	21	24
O=Cc1cccc(Oc2ccc([N+](=O)[O-])cc2[N+](=O)[O-])c1	99	?	8	-13	4	100	0.6	-3	2	2	12
O=C(CSc1ccc(-c2ccccn2)nn1)N1CCCC1	97	99	9	-6	1	97	-0.3	-31	1	0	24
NC1=NC(=O)C(Cc2cccc(Cl)c2)S1 (centres undefined)	103	101	15	-7	1	99	0.1	-35	-1	-13	4
Cc1cc(Nc2cccc(Cl)c2)n2ncnc2n1	99	101	6	.	8	100	-0.3	0	0	4	12
Cc1c(C(=O)NC(C)C)oc2c1-c1[nH]ncc1CC2	99	98	11	.	1	101	0.0	-29	0	22	12
NC(=O)c1cccc(S(=O)(=O)N2CCCCC2)c1	101	99	9	.	1	99	0.3	-28	-1	5	11
COc1ccc(C2(C(=O)NCCCN3CCOCC3)CCOCC2)cc1	98	93	9	-3	0	96	0.0	-24	4	3	7
Cc1[nH]n(-c2ccccc2)c(=O)c1N=Nc1ccccc1	100	102	20	.	1	102	0.6	-14	-1	16	12
Cc1nnc(-c2cccc(Br)c2)c2cn(-c3ccc(Br)cc3)nc12	100	93	13	3	8	83	1.7	56*	-1	16	3
CC1CC(C(F)(F)F)n2nc(C(=O)O)cc2N1 (centres undefined)	99	92	8	-8	2	85	-0.1	-36	-1	12	39

One compound at a time (already shown). Values in the order: RGS8-Gao reg	RGS7-Gao reg	Avidin bead fluor	Pf gametocyte	ABCG2 inh	RGS4-Gao reg	ABCB1 inh	Mcl1-Bid inh	Bim-Mcl-1	Mcl1 Noxa PPI	GSH fluor
CCOC(CC(=O)NNC(=O)c1c(-c2c(Cl)cccc2Cl)noc1C)OCC as listed: 96	?	7	18	.	93	.	-6	.	-2	.
NC(=O)c1cccc(S(=O)(=O)N2CCCCC2)c1 as listed: 101	99	9	.	1	99	0.3	-28	-1	5	11

New compounds follow:
SMILES	RGS8-Gao reg	RGS7-Gao reg	Avidin bead fluor	Pf gametocyte	ABCG2 inh	RGS4-Gao reg	ABCB1 inh	Mcl1-Bid inh	Bim-Mcl-1	Mcl1 Noxa PPI	GSH fluor
COc1cccc(-c2csc(NC(=O)Oc3ccccc3)n2)c1	99	97	6	5	2	100	0.4	-48	-1	9	25
CCn1c(=O)cc(OCC(=O)Nc2ccccc2C#N)c2ccccc21	127	112	4	.	6	110	0.8	-5	0	7	26
COc1ccc(CNC(=O)CCNS(=O)(=O)c2ccc(Cl)cc2)cc1	107	104	11	9	0	105	0.5	7	7	2	14
CCOC(=O)C1CCN(C(=O)CCc2c(C)nc3ncnn3c2C)CC1	99	94	25	-11	-6	96	-0.4	-28	0	6	23
CCc1ccccc1OCC(=O)NC1CCCC1	97	96	8	8	0	101	0.3	0	-1	12	20
Cc1[nH]c(C)c2c(=O)n(Cc3ccc(Cl)cc3)ncc12	100	?	4	0	.	102	.	-37	.	3	.
CCOc1ccc(-c2nc(S(=O)(=O)c3ccccc3)c(N3CCOCC3)o2)cc1	101	?	8	-1	7	100	2.3	-20	-4	19	12
CCc1nnc(NC(=O)Cc2ccc(Br)cc2)s1	91	?	7	5	2	88	0.8	-23	5	-1	14
Cc1ccc(CNC(=O)C(=O)NCC2OCCN2S(=O)(=O)c2cccs2)cc1 (centres undefined)	.	.	.	.	6	.	0.5	-2	0	36	17
CN1CCN(CCCNC(=O)c2cc3c(=O)n(C)c4ccccc4c3s2)CC1	97	98	7	.	2	92	0.4	-23	-1	7	19
CCCNC(=S)N1CCCC(c2nc3ccccc3[nH]2)C1 (centres undefined)	102	100	11	.	2	101	0.0	-60	0	-3	13
Cc1cccc(NC(=O)CCCSc2nc3ccccc3[nH]2)c1	102	97	2	7	2	97	0.3	-15	-4	6	6

Part of the list above, showing only ABCG2 inh:
canonical_smiles	ABCG2 inh
Cc1c(C(=O)NC(C)C)oc2c1-c1[nH]ncc1CC2	1
NC(=O)c1cccc(S(=O)(=O)N2CCCCC2)c1	1
COc1ccc(C2(C(=O)NCCCN3CCOCC3)CCOCC2)cc1	0
Cc1[nH]n(-c2ccccc2)c(=O)c1N=Nc1ccccc1	1

(next part)
SMILES	RGS8-Gao reg	RGS7-Gao reg	Avidin bead fluor	Pf gametocyte	ABCG2 inh	RGS4-Gao reg	ABCB1 inh	Mcl1-Bid inh	Bim-Mcl-1	Mcl1 Noxa PPI	GSH fluor
COc1ccccc1CNC(=O)C1CCC1	104	99	5	19	0	104	0.5	-15	-4	-11	9
Clc1ccccc1COc1ccccc1-c1nnco1	106	107	19	10	5	114	0.3	-55	0	-36	8
COCCn1nnnc1C(CC(C)C)N1CCN(c2nc3ccccc3s2)CC1 (centres undefined)	100	104	5	.	5	106	1.2	-2	0	14	22
O=C(NCc1ccco1)c1c(O)c2cccc3c2n(c1=O)CCC3	100	100	37	.	25	99	0.7	16	-10	2	23
CCOC(=O)N1CCN(C(=O)c2ccc3c(c2)sc2nc(-c4ccc(OC)cc4)cn23)CC1	101	99	13	.	2	101	2.0	-24	-3	18	14
O=C(c1cccc(S(=O)(=O)N2CCCCC2)c1)N1CCOCC1	101	107	15	.	6	107	0.4	-17	-2	-1	52
Cc1csc(NC(=O)CSc2ccc(-c3ccccc3)nn2)n1	105	105	23	.	1	107	0.2	-16	0	-3	12
CCCNC(=O)[C@H](Cc1c[nH]c2ccccc12)NC(=O)c1ccccc1Cl	100	98	13	.	0	98	-10.0	-13	-4	-4	13
COC(=O)CSc1nc(Cc2ccccc2)nc2ccccc12	100	100	13	.	1	95	0.5	-2	-2	9	12
COc1ccccc1CCc1nnc(CCC(=O)NCCOc2cccnc2)o1	99	98	10	.	1	101	0.5	-7	-3	0	8
CCOC(=O)C1=C(C)Nc2nc(C)nn2C1c1ccc(OC)c(OC)c1 (centres undefined)	103	99	6	.	-1	100	-0.1	-6	-1	-6	18
CCn1c(SCC(=O)NNC(=O)c2ccccc2)nnc1-c1ccncc1	101	99	16	-7	0	100	0.4	15	-1	5	26
Cc1ccc(NC2c3ncccc3C(=O)N2Cc2ccc(F)cc2)cc1 (centres undefined)	99	101	6	.	0	104	-0.9	51*	-4	32	30
CC(C)(C)OC(=O)NCCCC[C@H](NC(=O)c1nc[nH]c1C(=O)N1CCN(c2ccccc2)CC1)C(=O)OC(C)(C)C	101	?	9	-36	.	100	.	-78	.	-21	.
CCOc1ccc2nc(NC(=O)C3CCCN(S(=O)(=O)c4cccs4)C3)sc2c1 (centres undefined)	101	94	11	12	2	96	0.4	2	-1	24	42
Cc1cc(C)cc(NC(=S)NC2CC3CCC(C2)N3Cc2ccco2)c1 (centres undefined)	105	101	7	8	1	102	0.7	-45	-4	18	19
COc1ccc(NC(=S)N(CCCN2CCCC2)Cc2cccs2)cc1	107	101	10	4	5	103	0.0	-34	-3	32	14
c1ccc(-c2ccc(-c3nc(-c4cccnc4)no3)cc2)cc1	102	94	11	.	0	95	0.0	-15	1	-6	26
COc1ccccc1C1CC(=O)NC(C)=C1C(=O)OCC(C)C (centres undefined)	98	96	37	7	2	101	0.6	-5	0	-5	22
C/C(=N\N=C(N)N)c1cccc([N+](=O)[O-])c1	106	108	17	-6	28	106	-1.7	-27	-5	-8	8
COc1ccc(NC(=O)CN2CCC3(O)CCCCC3C2c2ccccc2OC)cc1 (centres undefined)	103	102	10	.	6	97	2.6	-35	1	1	29
CCS(=O)(=O)Nc1ccc(-c2cc(-c3ccccc3)c3cc(C)ccc3n2)cc1	99	100	12	-25	13	104	0.7	31	-3	7	12
CCN(CC)CCOCCOc1ccccc1F	97	102	9	13	3	104	0.9	-9	-1	-4	26
Cc1ccc(C(=O)NCC(=O)O)s1	102	101	10	-5	8	103	0.5	-16	0	3	14
CCCc1nc(N2CCCC2)c(C#N)c2c1CCCC2	100	103	39	2	-9	98	-0.9	-4	-6	17	20
CC(=O)N(Cc1ccccc1)c1ccc(C(=O)O)cc1	102	102	25	.	1	99	0.2	-22	0	10	11
COc1ccc(CC(=O)NCc2n[nH]c(=S)n2-c2ccc(F)cc2)cc1	98	?	9	22	-5	105	-0.1	-27	-1	19	19
CC(=O)c1cccc(NC(=O)N2CCC(c3nnc(SCC(N)=O)n3C)CC2)c1	98	98	7	.	-4	98	-4.0	-4	0	5	31
CCOP(=O)(c1ccccc1)C(O)c1ccc(F)cc1 (centres undefined)	100	100	10	-7	3	99	0.2	2	0	13	13
COc1ccc(NC(=O)Cn2nnc(-c3ccccc3NS(=O)(=O)c3ccc(OC)cc3)n2)cc1	102	100	4	-11	-3	103	-0.9	-12	-5	-8	6
O=C(NCc1ccc(Cl)cc1)c1cc2ccccn2n1	101	104	7	.	2	103	0.9	-13	-3	16	27
CCOC(=O)c1sc(=S)n(Cc2ccccc2)c1N	99	102	35	19	4	99	0.7	-74	-2	22	15
CCSc1nnc(NC(=O)CSc2nnc(CNC(=O)c3ccccc3F)o2)s1	75	78	5	-5	3	87	-0.4	-28	-1	5	4

Compounds were not picked by outcome; 3.3% or so of the library scored in one or more.
